RGS7-Gao reg: RGS7-Galphao binding modulators, primary screen, biochemical, multiplexed bead flow cytometry; 0.35% of 220,000 active; actives lie on both sides; binding response (% of control), % at 10 µM; AID 1439, 2008; Guanine nucleotide-binding protein G(o) subunit alpha (Homo sapiens), P09471; in the data active = binding response below about 49% or above about 150%; inconclusive = no clear call, values can overlap the other calls; inactive = in between;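 also: fluorescent Galphao held in activated GDP-AlF4 state binding bead-coupled RGS7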
Target sequence (P09471 whole entry, looked up): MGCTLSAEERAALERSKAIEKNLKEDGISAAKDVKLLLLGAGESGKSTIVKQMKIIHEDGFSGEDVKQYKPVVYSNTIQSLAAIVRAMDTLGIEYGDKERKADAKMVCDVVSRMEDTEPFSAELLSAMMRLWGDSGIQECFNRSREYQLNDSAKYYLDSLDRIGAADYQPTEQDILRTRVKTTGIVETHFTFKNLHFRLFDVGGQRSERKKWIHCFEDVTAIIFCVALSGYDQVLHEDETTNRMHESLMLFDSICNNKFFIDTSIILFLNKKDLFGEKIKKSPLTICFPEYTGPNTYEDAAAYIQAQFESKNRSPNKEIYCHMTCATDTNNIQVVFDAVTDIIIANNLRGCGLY
RGS4-Gao reg: modulators of RGS4 binding to Galphao, primary screen, biochemical, multiplexed bead flow cytometry; actives lie on both sides; binding response (% of control), % at 10 µM; 0.33% of 220,000 active; in the data active = binding response below about 49% or above about 150%; inactive = in between;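 also: fluorescent Galphao activated with aluminum fluoride binding bead-coupled RGS4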
Avidin bead fluor: green autofluorescence of compounds with avidin beads – biophysical, 488/530 nm, flow cytometry, artefact control, profiling panel; compound fluorescence 488/530 nm; active compounds read high; fluorescence (KMESF) at 10 µM; 0.38% of 220,000 active; in the data active = fluorescence above about 47; also: inactives centre near 10
The depositor's hits bear a star; ? = inconclusive. Only part of the results is shown, so the mix of outcomes need not match the whole.

SMILES	RGS7-Gao reg	RGS4-Gao reg	Avidin bead fluor
CCN1CCN(c2oc(/C=C/c3ccccc3)nc2C#N)CC1	?	100	8
O=C(O)c1ccc(-n2cccc2/C=N\NC(=O)c2cc3cc(Br)ccc3o2)cc1	?	97	7
CC(/C=C1\SC(=S)N(CC(=O)O)C1=O)=C\c1ccccc1	?	98	9
CN(C)S(=O)(=O)c1cccc(NC(=O)NCCCl)c1	?	101	4
CC1CCN(c2c(NCc3ccc(C(=O)NCc4ccccc4)cc3)c(=O)c2=O)CC1	?	105	5
C/C(=N\NC(=O)Cc1c(C)[nH][nH]c1=O)c1ccc(Cl)c(Cl)c1	?	99	6
O=C(O)CCC(=O)N1CCC(n2nnc3cc(C(F)(F)F)ccc32)CC1	?	98	5
C#CC(C)OC(=O)Nc1cnccc1C(F)(F)F (configuration not stated)	?	103	6
CC[C@@H](C)[C@@H](C(=O)N1CCN(C(=O)OC(C)(C)C)CC1)n1cc(CCC(=O)O)nn1	?	100	9
CCN(CC)C(=O)CC(c1ccc(N(C)C)cc1)c1c(O)cc(OC)cc1OC (configuration not stated)	?	105	11
CCn1c(=O)c([N+](=O)[O-])c(N2CCN(Cc3ccc4c(c3)OCO4)CC2)c2ccccc21	?	98	6
Cc1ccc(/C(N)=N/OC(=O)c2cccc(Cn3cc(C(F)(F)F)ccc3=O)c2)cc1	?	102	6
COc1ccc(C(=O)/C=C/Nc2ccccn2)c(OC)c1	?	104	6
CC1(c2nnc(-c3ccc(F)cc3)o2)CC(c2ccc(F)cc2)=NO1 (configuration not stated)	?	90	6
COC(=O)CCCC1=CC2=CC(=O)C(C)(OC(=O)c3cccs3)C(=O)C2=CN1Cc1ccco1 (configuration not stated)	?	103	9
CC1=CC(=O)N(c2ccn(C)n2)C1=O	?	94	3
CC(=O)Nc1nc2ccccc2n1Cc1ccc(Cl)cc1	?	94	6
COC(=O)c1sc2ncn(N)c(=O)c2c1C	?	101	11
O=C(CSc1ncnc2scc(-c3ccccc3)c12)Nc1ccc(C(=O)O)cc1	?	96	1
CC(C)S(=O)(=O)c1cnc(-c2cccnc2)nc1N	?	94	8
C[C@@H]1CC[C@H](O)/C=C/C(=O)O[C@H](C)CC[C@H](O)/C=C/C(=O)O1	?	93	13
COc1cc(Nc2ncnc(N)n2)cc(OC)c1OC	?	101	7
Cc1ccc(-c2ccc(/C=N/NC(=O)Cc3nnc(N)s3)o2)cc1Cl	?	98	8
Cc1[nH]ncc1-c1ccccc1Cl	?	101	7
O=S(=O)(Cc1ccccc1)C1CCCCC1O (configuration not stated)	?	99	8
CCN(CC)S(=O)(=O)c1cccc(C(=O)N[C@H](C(=O)NNC(=O)c2ccccc2)C(C)C)c1	?	100	7
O=C(NCc1ccc2c(c1)OCO2)Nc1ccc2ccccc2c1	?	100	5
CCCOc1ccc(/C(O)=C2/C(=O)C(=O)N(CCCn3ccnc3)C2c2cccnc2)cc1 (configuration not stated)	?	101	10
Cn1cnc2c(N/N=C/c3cccs3)ncnc21	?	103	6
Cc1cc(-c2nc(C)c(C(=O)NNC(=O)NC(C)C)s2)no1	?	110	10
O=C(OCC(=O)N1CCOCC1)c1ccc2[nH]c3c(c2c1)CCCC3	?	101	21
COc1ccccc1N(C)S(=O)(=O)c1ccc(C(=O)NC2CCCCCC2)cc1	?	101	3
COc1cccc(/C=N/Nc2nc3ccccc3[nH]2)c1O	?	89	3
N#CCN1CCN(CC(=O)c2ccc(Br)cc2)CC1	?	98	6
Cc1ccc(CSc2nnc(SCC(=O)N/N=C/c3ccc(C(=O)O)cc3)s2)cc1	?	98	8
CC(C)(C)C(=O)Cn1nnc(-c2ccc(C(F)(F)F)cc2)n1	?	103	4
NC(=O)Nc1ccc(Nc2ccccc2)cc1	?	100	3
Cc1ccc(CSc2nnc(-c3cnccn3)n2C)cc1	?	95	7
Cc1cc(C(=O)Nc2ccc(Cl)cc2)c(C)n1-c1ccccc1	?	101	9
CCOC(=O)c1cc(NC(=O)CC(C)(C)CC(=O)O)ccc1N1CCCCC1	?	109	6

Record cards, as listed above:
CC(C)(C)C(=O)Cn1nnc(-c2ccc(C(F)(F)F)cc2)n1 as listed: RGS7-Gao reg = ?; RGS4-Gao reg = 103; Avidin bead fluor = 4
CCCOc1ccc(/C(O)=C2/C(=O)C(=O)N(CCCn3ccnc3)C2c2cccnc2)cc1 (configuration not stated) as listed: RGS7-Gao reg = ?; RGS4-Gao reg = 101; Avidin bead fluor = 10
Cc1cc(C(=O)Nc2ccc(Cl)cc2)c(C)n1-c1ccccc1 as listed: RGS7-Gao reg = ?; RGS4-Gao reg = 101; Avidin bead fluor = 9

The list goes on.
SMILES	RGS7-Gao reg	RGS4-Gao reg	Avidin bead fluor
Cc1c(C(=O)N(Cc2ccccc2)Cc2cccs2)cnn1-c1ccc(Cl)cc1	?	103	4
CCOC(=O)c1ccc(NC(=O)c2cc3c(s2)CCC3)cc1	?	102	8
Cc1ccc(S(=O)(=O)N2CCCN(C(=O)OC(C)(C)C)CC2)cc1	?	104	8
Cc1ccc(NC(=O)/C(=C/c2ccc([N+](=O)[O-])cc2)NC(=O)c2ccccc2)cc1	?	105	8
COc1ccccc1C(O)P(=O)(OC1CCCCC1)OC1CCCCC1 (configuration not stated)	?	102	3
Cc1cc(CN(C)C(=O)CC2C(=O)NCCN2Cc2c(F)cccc2Cl)on1 (configuration not stated)	?	97	6
Cc1ccc(C)c2nc(SCC(=O)Nc3ccc4c(c3)OCO4)c(C#N)cc12	?	97	9
Cc1cccc(N2CCN(c3nnc(C(F)(F)F)s3)CC2)c1	?	103	5
O=C(Nc1cccc(Cl)c1)OC1CCCCc2cccnc21 (configuration not stated)	?	117	8
Brc1ccc(-c2cn3ccccc3n2)cc1	?	55	4
CCc1ccc2nc(Nc3ncc(C(C)=O)c(C)n3)nc(C)c2c1	?	83	6
COc1cccc(C2=NOC(C(=O)Nc3cc(C)on3)C2)c1OC (configuration not stated)	?	95	10
Cc1nc2c(c(=O)c3ccccc3n2C)c(=O)n1-c1ccc(F)cc1	?	90	9
COC1CC(C)NC(=S)N1 (configuration not stated)	?	107	11
COC(=O)C(=O)/C=C(\O)c1c(C)cc(C)cc1C	?	101	7
CCN1CCN(Cc2ccc(NC(=O)c3cc(NC(=O)c4cc(-c5ccc(OC)cc5)n[nH]4)cc(OC)c3)cc2C(F)(F)F)CC1	?	103	8
CC(C)(C)OC(=O)NC(Cc1ccccc1)C(=O)NCCCC(=O)O (configuration not stated)	?	98	7
NC1=NC(=Nc2cccc(S(N)(=O)=O)c2)c2ccccc21	?	101	6
c1cc2c3c(cccc3c1)NC1(CCC3(CC1)Nc1cccc4cccc(c14)N3)N2	?	94	5
COC(=O)c1cccc(C23CC4(C2)[C@H](CN(Cc2ccc(C(F)(F)F)cc2)[C@@H]4c2ccccc2)C3c2ccc(C(F)(F)F)cc2)c1 (some centres not stated)	?	105	10
CC(C)(C)c1ccc(-c2noc(C(=O)NN)n2)cc1	?	83	4
COc1ccc(/C=N/n2c(-c3n[nH]c4c3CCC4)n[nH]c2=S)cc1	?	102	8
CC(C)(C)c1ncc(S(=O)(=O)c2ccc(C(F)(F)F)cn2)c(N)n1	?	92	7
COC(=O)CSc1nc(N2CCOCC2)c2c(c1C#N)CCCC2	?	111	13
CC(=O)Nc1cccc(-n2nnc(SCC(N)=O)n2)c1	?	103	8
CCCC(=O)Nc1cc(C)c2c(=O)oc3ccccc3c2n1	?	101	8
NC(=O)NC(=O)c1nccnc1C(=O)O	?	102	6
CN(c1ccccc1)S(=O)(=O)c1cccc(NC(=O)CN2CCCc3ccccc32)c1	?	141	27
CCN(CC(=O)Nc1ccccc1SC)Cc1nc2ccccc2c(=O)[nH]1	?	105	10
COc1ccc(C(=O)C[n+]2ccc(N(C)C)cc2)cc1	?	104	8
Cc1nc([N+](=O)[O-])cn1CC(O)c1ccc(Cl)cc1 (configuration not stated)	?	102	5
COc1ccc(NC(=O)CC2C(=O)N(C)C(=S)N2CCc2ccc(F)cc2)cc1 (configuration not stated)	?	89	4
CCOC(=O)Cc1csc(NC(=O)Nc2ccc(Cl)cc2)n1	?	101	6
CN(C)c1ccc(P(=O)(OCc2ccccc2)C(O)c2ccc(Br)cc2)cc1 (configuration not stated)	?	100	11
COc1nc(OCCNS(=O)(=O)c2ccc(C)cc2)nc(N(C)C)n1	?	102	7
COc1ccccc1C1CCN(C(=O)c2cccs2)CC1	?	107	9
Cc1ccc(C(=O)NC2CCCCNC2=O)cc1 (configuration not stated)	?	101	7
NC(=O)C1(C(N)=O)OC1c1ccc(Cl)cc1Cl (configuration not stated)	?	93	6
NC(=O)CC(NC(=O)c1ccccc1)c1ccc(NCc2ccccc2)c([N+](=O)[O-])c1 (configuration not stated)	?	104	11
CC1=NNC(=O)C1CC(=O)N/N=C/C=C/c1ccccc1 (configuration not stated)	?	99	9
O=C(Nc1ccc(-c2csc(Nc3ccc(Cl)cc3)n2)cc1)c1cc([N+](=O)[O-])cc(C(F)(F)F)c1	?	103	8
O=C(O)CCCNC(=O)Cc1ccccc1	?	95	8
CCC(=O)Nc1cccc(C2=NOC3(C2)C[C@@H](C(N)=O)N(C(=O)COc2ccc(Cl)cc2)C3)c1 (some centres not stated)	?	99	12
Cc1ccc(-n2c(C)c([N+](=O)[O-])c3ccc(O)cc32)cc1	?	96	9
Nn1c(SCC(=O)NC2CCS(=O)(=O)C2)nnc1-c1cccs1 (configuration not stated)	?	99	6
O=C(CN1CCN(C/C=C/c2ccccc2)CC1)NCc1ccc(Cl)cc1	?	107	8
Cc1nnc(SCc2nc3sc4c(c3c(=O)[nH]2)CCCC4)n(N)c1=O	?	124	3
CCNC(=S)N1CCN(CCN=CC2=C(O)CC(C)(C)CC2=O)CC1	?	108	8
Cc1ccc(S(=O)(=O)CC(=O)c2ccc3c(c2)OCCO3)cc1	?	100	7
Cc1ccc(C(O)Cn2cc([N+](=O)[O-])nc2C)cc1 (configuration not stated)	?	102	7
CC1CCCN(Cc2c(O)ccc3c4c(c(=O)oc23)CCCC4)C1 (configuration not stated)	?	97	7
COc1ccc(CCNc2c3ccccc3nc3ccccc23)cc1OC	?	97	3
CCC(C)[C@H]1CNC(=S)N1CCc1cccc2ccccc12 (some centres not stated)	?	106	24
COc1cc(/C=C/C(=O)NCCc2ccc(S(N)(=O)=O)cc2)ccc1OCC#N	?	105	7
CN(C)CCn1c(N)nc2ccccc21	?	91	10
COc1ccc(CCNC(=O)C2CC(c3cccc(F)c3)=NO2)cc1 (configuration not stated)	?	101	10
COc1ccc(C(=O)CSc2nc(-c3ccccn3)nc(C)c2Cl)cc1	?	94	7
CC(C)CCNC(=O)c1cc(S(=O)(=O)N2CCCCC2)ccc1N1CCOCC1	?	98	9
CCc1ccc(C(=O)NNc2ccccc2F)cc1	?	105	6
CC(C)C(=O)NN1c2ccccc2CCc2ccccc21	?	98	6

Reprinted at random: 3 records from the list.
SMILES	RGS7-Gao reg	RGS4-Gao reg	Avidin bead fluor
CCNC(=S)N1CCN(CCN=CC2=C(O)CC(C)(C)CC2=O)CC1	?	108	8
Cc1nnc(SCc2nc3sc4c(c3c(=O)[nH]2)CCCC4)n(N)c1=O	?	124	3
CC(C)C(=O)NN1c2ccccc2CCc2ccccc21	?	98	6

Another view of some results above.
| Structure | RGS7-Gao reg | RGS4-Gao reg | Avidin bead fluor |
| --- | --- | --- | --- |
| Cc1ccc(-n2c(C)c([N+](=O)[O-])c3ccc(O)cc32)cc1 | ? | 96 | 9 |
| Nn1c(SCC(=O)NC2CCS(=O)(=O)C2)nnc1-c1cccs1 (configuration not stated) | ? | 99 | 6 |

Among those listed so far, five have a cyano group:
SMILES	RGS7-Gao reg	RGS4-Gao reg	Avidin bead fluor
CCN1CCN(c2oc(/C=C/c3ccccc3)nc2C#N)CC1	?	100	8
N#CCN1CCN(CC(=O)c2ccc(Br)cc2)CC1	?	98	6
Cc1ccc(C)c2nc(SCC(=O)Nc3ccc4c(c3)OCO4)c(C#N)cc12	?	97	9
COC(=O)CSc1nc(N2CCOCC2)c2c(c1C#N)CCCC2	?	111	13
COc1cc(/C=C/C(=O)NCCc2ccc(S(N)(=O)=O)cc2)ccc1OCC#N	?	105	7

(continued)
SMILES	RGS7-Gao reg	RGS4-Gao reg	Avidin bead fluor
O=C(O)CC/C(=N\Nc1ccc([N+](=O)[O-])cc1S(=O)(=O)N1CCOCC1)c1cccs1	?	103	4
S=C1N(c2ccccc2)CN(C2CCCCC2)CN1c1ccccc1	?	96	3
CSc1sc(C(=O)NNC(C)=O)c2c1C1(CCC2)SCCS1	?	106	7
COc1ccccc1NC(=O)Nc1cc(C(C)(C)C)nn1C	?	97	6
Cc1ccnc(NC(=O)CCC(=O)N(CC(=O)NC2CCCCC2)C2CCCC2)c1	?	96	8
Cc1ccc(-c2nn(-c3ccccc3)cc2/C=N/n2c(-c3ccncc3)n[nH]c2=S)cc1	?	99	8
CC(C)C1CC(CCNCc2ccc3c(c2)OCO3)(c2ccccc2)CCO1 (configuration not stated)	?	101	7
COc1cc2c(c(O)c1OC)-c1c(cc(OC)c(OC)c1O)[C@@H](OC(=O)c1ccccc1)[C@@](C)(O)[C@@H](C)[C@@H]2OC(C)=O	?	100	10
Nc1nonc1-n1nnc(C(=O)N/N=C/c2cccc(Cl)c2)c1CSc1ccccc1	?	104	8
CNC(=S)N1CCc2sccc2C1C (configuration not stated)	?	101	2
COc1ccc(NC(=O)Cn2cnc3c(oc4nc5c(cc43)COC(C)(C)C5)c2=O)cc1	?	103	3
COc1ccc(/C=N/NC(=O)CCn2cnc3ccccc32)cc1	?	106	9
CC(=O)Cc1nnn(-c2cc(C)on2)n1	?	107	20
COc1ccc(/C=C2/S/C(=N/S(=O)(=O)Cc3ccccc3)NC2=O)cc1OC	?	100	7
